Screens deposited in PubChem by The Scripps Research Institute Molecular Screening Center.
TbREL1 primary – TbREL1 inhibition, primary screen | AID 1117264 | inhibition, % at 9.66 µM | TbREL1 RNA ligation, FRET fluorescence | actives 0.49% (n = 89,000);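 active = inhibition above the mean inhibition across all screened compounds plus 3 SD, cut at about 11% in these data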;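 note: 0% = plate median of test wells and 100% = NSC42067 control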
Target sequence (P86926 whole entry, looked up): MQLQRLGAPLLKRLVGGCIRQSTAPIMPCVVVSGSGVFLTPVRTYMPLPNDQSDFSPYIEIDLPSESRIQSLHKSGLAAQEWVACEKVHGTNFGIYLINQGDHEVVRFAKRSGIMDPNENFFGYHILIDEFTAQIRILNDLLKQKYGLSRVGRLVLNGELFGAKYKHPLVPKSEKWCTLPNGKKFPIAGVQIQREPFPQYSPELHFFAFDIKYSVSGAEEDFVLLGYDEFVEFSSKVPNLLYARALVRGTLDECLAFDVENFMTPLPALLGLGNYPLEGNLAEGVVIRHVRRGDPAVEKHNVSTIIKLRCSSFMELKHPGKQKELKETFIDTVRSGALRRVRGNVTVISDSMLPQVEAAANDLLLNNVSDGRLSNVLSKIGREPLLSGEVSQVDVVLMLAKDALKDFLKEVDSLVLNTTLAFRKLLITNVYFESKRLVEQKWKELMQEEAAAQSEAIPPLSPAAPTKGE
Starred values were filed as active, the others as inactive.

SMILES	TbREL1 primary
COc1cc2c(cc1OC)CN(CC(=O)Nc1ccccc1C(=O)NC1CC1)CC2	-5.2
CNC(=S)NNC(=O)c1sc2cc(C(F)(F)F)cnc2c1-c1cccnc1	-0.4
CCN(CC)CCNC(=O)c1ccc(Cl)c(S(=O)(=O)Nc2ccc(Cl)cc2)c1	3.5
Cc1nn(C)c(C(=O)NNC(=O)NC2CCCCC2)c1Cl	-1.5
Cc1nn(C(C)C(=O)O)c(=O)c2c1sc1ccccc12 (stereo unspecified)	2.4
COc1cc2[nH]c(=O)n(CCC(=O)NC3CCCC3)c(=O)c2cc1OC	5.8
CS(=O)(=O)c1ccc2nc(NC(=O)CCC(=O)c3cccs3)sc2c1	4.1
CC(=O)NC1(c2ccccc2)CCN(Cc2nnnn2C(C)(C)C)CC1	0.3
CCCn1c(CCNc2nc(-c3ccc(Cl)c([N+](=O)[O-])c3)cs2)nc2cc(Cl)c(Cl)cc21	-0.1
Cc1ccc(C(=O)C(OC(=O)CCC(=O)Nc2cccc(C)c2)c2ccccc2)cc1 (stereo unspecified)	-1.0
COc1ccc(CNc2oc(-c3ccccc3)nc2C#N)cc1	2.3
Cc1ccc(/C=C2\SC(=S)N(C(Cc3ccccc3)C(=O)O)C2=O)cc1 (stereo unspecified)	-0.8
CN1C[C@@H]2[C@@H]3C(=O)N(C)C(=O)[C@@H]3[C@](C)(C1=O)N2C(=O)c1ccc(C(F)(F)F)cc1	-1.7
O=C(Nc1ccc(F)cc1Cl)C1CCN(C(=O)Nc2ccccc2)CC1	2.4
CCOC(=O)N1CCN(S(=O)(=O)c2ccc(OCC(=O)OC)cc2)CC1	2.8
Cc1ccc(NC(=O)N2CCCC2C(=O)NCC2CCCCC2)cc1 (stereo unspecified)	0.0
Nc1ccc(SC(F)(F)F)cc1C(=O)c1ccccc1	2.4
CCOC(=O)N1CCN(C(=O)C[C@H]2C(=O)N(Cc3ccc(OC)cc3)C3=CCCC[C@@]32C(=O)OCC)CC1	-7.3
CN(CC(=O)Nc1ccc(Cl)c(C(F)(F)F)c1)C(=O)COC(=O)C1CC2CCCC(C1)C2=O (stereo unspecified)	-2.9
COCCOc1cc(NC(=O)c2sccc2Oc2ccc([N+](=O)[O-])cc2F)c(Cl)cc1Cl	-1.4
Fc1ccc(-c2nnn(Cc3nc4ccccc4s3)n2)cc1	0.6
Cc1nc(OCC(C)C)c2sc3nc4c(cc3c2n1)COC(C)(C)C4	1.1
COc1ccc(-n2c(SCC(=O)Nc3cc(C)on3)nc3c([nH]c4ccccc43)c2=O)cc1	-4.8
CCOC(=O)C1=CCN(S(=O)(=O)c2ccc(C)cc2)C1c1cccc2ccccc12 (stereo unspecified)	6.5
Cn1c(SCC(=O)Nc2ccccc2F)nnc1C1CCCCC1	-2.6
COc1ccc(-c2cc(=O)oc3c(C)c(OCc4nn[nH]n4)ccc23)cc1	4.4
COCc1cc(CN2CCCC(C(=O)Nc3ccc(-c4ccco4)cc3)C2)ccc1OC (stereo unspecified)	-4.1
CN(C(=O)COC(=O)c1ccccc1OCc1ccc(F)cc1)C1CCS(=O)(=O)C1 (stereo unspecified)	4.2
CCOC(=O)Nc1ccc2c(c1)N(C(=O)OCCN(C)C)c1ccccc1CC2	-0.8
CC(C)CN1CN2CCc3ccccc3C2CS1(=O)=O (stereo unspecified)	-0.1
CC(C)c1nnc(NC(=O)c2cc3ccccc3o2)s1	-1.5
Cc1cc(SC(C)C(=O)O)nc2ccccc12 (stereo unspecified)	2.9
O=C(Cn1c(=O)n(-c2ccccc2)c(=O)n1CC(=O)N1CCCCC1)N1CCCCC1	-0.7
Cc1csc(-c2nc3ccccc3n2C(C)c2nc3ccccc3[nH]2)c1 (stereo unspecified)	2.5
O=C(O)/C=C/c1ccc2c(c1)OCCO2	3.6
CCCOC(=O)c1ccc(OCC(O)Cn2c(C)nc3ccccc32)cc1 (stereo unspecified)	-1.8
CC1COCC(C)N1S(=O)(=O)c1ccc2c(c1)CCN2C(=O)C1CCC1 (stereo unspecified)	3.1
COc1ccccc1NC(=O)CSc1nnc(CC(=O)Nc2ccccc2C)n1C	5.6
CC(=O)Nc1ccc(NC(=O)c2ccc(Cl)nc2)cc1	0.0
CCCC1=C(C(=O)OCC)C(c2sccc2C)n2ncnc2N1 (stereo unspecified)	2.1

Part of the list above, as a markdown table:
| SMILES | TbREL1 primary |
| --- | --- |
| COc1ccccc1NC(=O)CSc1nnc(CC(=O)Nc2ccccc2C)n1C | 5.6 |
| Cc1cc(SC(C)C(=O)O)nc2ccccc12 (stereo unspecified) | 2.9 |
| CCCOC(=O)c1ccc(OCC(O)Cn2c(C)nc3ccccc32)cc1 (stereo unspecified) | -1.8 |
| CC(=O)Nc1ccc(NC(=O)c2ccc(Cl)nc2)cc1 | 0.0 |
| CC(C)c1nnc(NC(=O)c2cc3ccccc3o2)s1 | -1.5 |

The listing continues:
SMILES	TbREL1 primary
CC1CC(=O)NN=C1c1ccc(NCCO)c([N+](=O)[O-])c1 (stereo unspecified)	-0.7
O=C(c1cccc(S(=O)(=O)N2CCCCC2)c1)N(CCc1ccccc1)Cc1ccccc1	1.1
O=C(COC(=O)C1CC(O)CN1S(=O)(=O)c1ccc(Cl)cc1)c1ccccc1Cl (stereo unspecified)	-1.8
O=[N+]([O-])c1ccc(Nc2nc(N3CCOCC3)nc(N3CCOCC3)n2)cc1	4.4
O=C(NCc1ccco1)c1ccc(CS(=O)(=O)c2cccc(C(F)(F)F)c2)o1	-2.5
CCN(CC)C(=O)CC(c1ccc(N(C)C)cc1)c1c(OC)cc(OC)c2c(-c3ccccc3)cc(=O)oc12 (stereo unspecified)	-0.2
Cc1cc(N2CCN(C(C(=O)NC3CCCC3)c3ccc(-c4ccccc4)cc3)CC2)c2ccccc2n1 (stereo unspecified)	0.8
CC(C)CN(C(=O)COC(=O)CSc1ccccc1F)c1c(N)n(Cc2ccccc2)c(=O)[nH]c1=O	3.9
CN1CCN(C(=O)c2ccc(-c3ccc(F)c(F)c3)c3ccoc23)CC1	-3.2
Cc1c(C(=O)NCc2ccco2)oc2c(Cl)cccc12	4.4
CCOC(=O)C1=CCC2c3c(c4ccccc4n3C)C(=O)C1N2C(=O)OC(C)(C)C (stereo unspecified)	-3.3
O=C(NCCc1ccc(Cl)cc1)c1cnc2n(c1=O)CCS2	-0.7
Cc1ccc(C)c(N2CCN(c3cnn(-c4nc5ccccc5s4)c(=O)c3Cl)CC2)c1	1.6
O=C(COC(=O)CNC(=O)c1ccccc1)Nc1ccc(Cl)cn1	-1.5
C[C@@H]1CN([C@H](C)CO)C(=O)c2cc(Br)cnc2O[C@@H]1CN(C)Cc1ccc(F)cc1	6.1
Cc1sc2ncnc(N3CCC(C(=O)Nc4ccc(F)cc4Cl)CC3)c2c1C	-1.2
COc1ccc(C2=NO[C@@H]3C(=O)N(c4c(C)cccc4C)C(=O)[C@H]23)cc1OC	0.8
Cn1ccnc1SCC(=O)c1ccc(F)cc1	1.8
Cc1ccc(C(=O)NCCCNCCCNC(=O)c2ccc(C)nc2)cn1	5.6
COc1ccc(OC)c(-c2[nH]nc3c2C(c2ccco2)C(C#N)=C(N)O3)c1 (stereo unspecified)	-0.5
COC(=O)c1c(C)[nH]c(C=Nc2ccc(OC)cc2)c1C	-6.1
O=C(NN1CCN(Cc2ccccc2)CC1)c1ccc(Cl)cc1	0.0
CCn1c(SCC(=O)Nc2ccc3c(c2)OCCO3)nnc1-c1ccncc1	0.1
Cc1csc(NC(=O)C2CCN(C(=O)CSc3nnc(C)n3Cc3ccccc3)CC2)n1	4.9
CN(C)c1ccc(CN(CC2CCCO2)C(=O)c2cccs2)cc1 (stereo unspecified)	-6.2
CCCCCC1CCC(c2nnc(SCC(C)=O)o2)CC1 (stereo unspecified)	3.8
CCN(CC(=O)Nc1ccccc1C(F)(F)F)C(=O)Cc1ccc2c(c1)CCC2	-0.5
O=C(Nc1cccc(Cl)c1)Nc1nnc(-c2ccccc2)o1	0.5
CCOc1cc(/C=N/n2c(C)nc3ccccc3c2=O)ccc1O	-3.1
O=S1(=O)c2ccccc2C(O)(c2ccccc2)c2ccccc21	-1.7
CC(C)c1csc2nc3n(c(=O)c12)CCCCC3	5.2
CC(C)CNC(=O)c1ccccc1NC(=O)Nc1ccccc1	2.4
Cc1sc(-c2ccccn2)nc1OC(=O)c1ccc(Cl)cc1	2.0
Cc1nnc(SCC(=O)Nc2cccc(S(=O)(=O)NC3=NCCCCC3)c2)n1Cc1ccccc1	-3.4
C=CCNS(=O)(=O)c1ccc(N2C(=O)c3ccccc3C2=O)cc1	0.5
Cc1c(CN2CCN(CC(C)(C)C)C(CCO)C2)[nH]c2ccccc12 (stereo unspecified)	-6.2
CS(=O)(=O)Nc1cccc(NC(=O)c2ccc(-n3ccnc3)c3ccoc23)c1	-0.7
Brc1ccccc1/C=N/N1CCCCC1	2.0
NC(=O)C1(N2CCCCC2)CCN(S(=O)(=O)c2cc(Cl)sc2Cl)CC1	1.0
O=C(c1ccc(C(F)(F)F)cc1)C1CCCN(C(=O)Cn2cncn2)C1 (stereo unspecified)	0.6
c1csc(CNCCN2CCOCC2)c1	1.5
COc1ccc(-c2nn(-c3ccccc3)cc2/C=N/Nc2ccccn2)cc1OC	3.6
CCOC(=O)N1CCN(CC(O)COCCC23CC4CC(CC(C4)C2)C3)CC1 (stereo unspecified)	-0.5
CCCc1nnc(NC(=O)C2CCN(C(=O)c3ccco3)CC2)s1	-2.1
Cc1nc2cc(N3CCN(C)CC3)c(NC(=O)Cc3ccccc3)cc2c(=O)n1Cc1ccccc1	0.5
O=C(CCCC(=O)N/N=C/c1ccccc1C(=O)O)N/N=C/c1ccccc1C(=O)O	0.0
O=C(CCC(=O)NC1CCN(Cc2ccccc2)CC1)NCc1ccco1	5.1
CCCSc1ccc(-c2nn(-c3ccccc3)cc2/C=C(/C#N)C(=O)NCCCOC)cc1	2.8
CN(Cc1nc2ccccc2c(=O)[nH]1)C(=O)c1cccc(S(=O)(=O)N2CCCC2)c1	4.9
COc1ccc(C(=O)NCCc2nnc3ccc(SCC(=O)Nc4cc(C)on4)nn23)cc1	-0.6

Reformatted with each value named: part of the list above.
CN(Cc1nc2ccccc2c(=O)[nH]1)C(=O)c1cccc(S(=O)(=O)N2CCCC2)c1
- TbREL1 primary: 4.9
COc1ccc(C(=O)NCCc2nnc3ccc(SCC(=O)Nc4cc(C)on4)nn23)cc1
- TbREL1 primary: -0.6
O=C(CCCC(=O)N/N=C/c1ccccc1C(=O)O)N/N=C/c1ccccc1C(=O)O
- TbREL1 primary: 0.0

The list continues:
SMILES	TbREL1 primary
Cc1ccc(-c2n[nH]c(=O)c3ccccc23)cc1S(=O)(=O)NCCO	0.1
COc1ccccc1C(=O)N/C(=C\c1cn(S(=O)(=O)N(C)C)c2ccccc12)C(=O)N1CCCC1	1.7
CCn1ncc(Br)c1C(=O)Nc1ccc(-c2ccno2)cc1	-0.4
O=C1c2ccccc2C(c2nnnn2Cc2ccccc2)N1C1CC1 (stereo unspecified)	-0.8
CCCc1cc(=O)[nH]c(SCC(=O)N2c3ccccc3CC2C)n1 (stereo unspecified)	0.2
O=c1c(C(c2ccc(O)cc2)c2c(O)nc3n(c2=O)CCCS3)c(O)nc2n1CCCS2	-0.1
O=C(c1ccco1)N1CCN(c2nc3ccccc3c(=O)n2-c2ccccc2)CC1	-0.2
Cc1cccnc1NC(=O)C1COc2ccccc2O1 (stereo unspecified)	2.9
Cc1occc1C(=O)N/N=C/C(Br)=C/c1ccccc1	11.0*
COc1ccc([C@H]2CC(=O)C=C(c3cccc4c3sc3ccccc34)C2)cc1OC	2.9
O=C(O)CC(NNC(=O)c1ccccc1)C(=O)Nc1ccc([N+](=O)[O-])cc1 (stereo unspecified)	1.4
CCCCN1CC(=O)N2[C@H]3c4ccccc4OC[C@@H]3[C@H](C(=O)OCC)[C@]2(C)C1=O	-2.0
C/C(CC(=O)Nc1ccc2c(c1)OCCO2)=N\NC(=O)c1ccccc1Cl	-3.7
Cc1cccc(NC(=O)c2cccc3c2-c2ccccc2C3=O)c1C	-0.3
O=C(NC1CCN(Cc2ccccc2)CC1)c1cccc(S(=O)(=O)Nc2cc(C(F)(F)F)ccc2Cl)c1	3.7
COc1ccc(-n2c(SCC(=O)Nc3ccc(S(=O)(=O)Nc4nccs4)cc3)nnc2-c2cccs2)cc1	-3.0
O=C(NNc1nc2c(F)cccc2s1)c1ccccc1	0.9
Cc1cccc(NC(=S)N2CCN(c3ccccc3)CC2)c1	-0.8
Cc1nc2sccn2c1-c1nc(-c2cc3ccccc3o2)cs1	-0.1
O=C(Nc1ccccc1F)C1(c2ccccc2)CC1(Cl)Cl (stereo unspecified)	0.7
Fc1ccc(/C=C2\CCCC3=C2Nc2ncnn2C3c2ccc(F)cc2)cc1 (stereo unspecified)	3.8
C[C@H]1CN([C@@H](C)CO)S(=O)(=O)c2ccc(Br)cc2O[C@H]1CN(C)C(=O)Cc1ccncc1	2.0
Cc1cc(C)c(S(=O)(=O)N2CCN(C(=O)c3c(C)nn(-c4ccccc4)c3Cl)CC2)c(C)c1	-1.3
CC1Cn2c(nc3sc4c(c3c2=O)CCC4)N1CCO (stereo unspecified)	-2.1
CC(=O)C1=C(C)N(Cc2ccc(F)cc2)C(=S)NC1c1ccc(Br)cc1 (stereo unspecified)	-6.5
CC(C)C(=O)N1CCN(c2ccccc2NC(=O)c2cccc(Cl)c2)CC1	-2.6
COc1ccc(C(=O)NC(C)CCc2ccccc2)cc1[N+](=O)[O-] (stereo unspecified)	-1.5
COc1ccc2c(c1)CCCC21NC(=O)N(CC(=O)N2CC(C)OC(C)C2)C1=O (stereo unspecified)	-5.0
CC1CCN(S(=O)(=O)c2cn(CC(=O)Nc3ccc(C#N)cc3)cn2)CC1	-0.8
C=CCNC(=S)NNc1nc(N2CCCC2)nc(N2CCCC2)n1	-5.8
CC(=O)Nc1sc(N/N=C\c2ccco2)nc1-c1cccs1	-4.0
Cc1ccccc1NC(=O)Cc1nc(COC(=O)CSc2ccccc2)cs1	-0.1
Cc1ccc(S(=O)(=O)c2c(C)cc(C)nc2Oc2cccc(C)c2C)cc1	0.9

A portion of the library. The share of hits here may be higher or lower than overall.
